CXCR6 block – CXCR6 receptor inhibitors, primary screen, cell-based, beta-arrestin, luminescence, CHO-K1 PathHunter, 1536-well; inhibition, % at 20 µM; 0.36% of 360,000 active; AID 602244, 2012; in the data active means inhibition above about 34%, passing the limit was not always enough;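 further: antagonist mode with CXCL16 agonist at 10 nM final; 0% = 10 nM CXCL16 with DMSO and 100% = unstimulated wells without agonist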
Target sequence (O00574 whole entry, looked up): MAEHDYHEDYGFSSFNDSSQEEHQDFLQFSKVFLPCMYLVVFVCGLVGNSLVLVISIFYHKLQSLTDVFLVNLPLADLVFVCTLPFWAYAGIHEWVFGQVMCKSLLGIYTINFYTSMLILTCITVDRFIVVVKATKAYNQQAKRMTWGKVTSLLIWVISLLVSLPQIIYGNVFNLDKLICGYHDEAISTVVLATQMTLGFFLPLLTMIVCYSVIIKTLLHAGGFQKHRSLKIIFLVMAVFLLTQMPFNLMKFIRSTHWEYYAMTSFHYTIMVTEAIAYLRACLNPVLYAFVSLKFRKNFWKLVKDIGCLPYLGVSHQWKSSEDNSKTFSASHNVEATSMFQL
* marks the source's active call; other numbers are inactive results. This is a subset; the hit share may differ from the screen's.

canonical_smiles	CXCR6 block
CC1=C(C(=O)N(C)C)CC(CC(=O)NCCN2CCOCC2)C(=O)N1Cc1ccc(F)cc1 (stereo unspecified)	6
CCC(C)c1ccc(S(=O)(=O)N2CCN(C(=O)CN3C(=O)NC(C)(C4CC4)C3=O)CC2)cc1 (stereo unspecified)	-5
CCN(CC)C(=O)C1=C(C)N(Cc2ccc(F)cc2)C(=O)C(CC(=O)NCc2cccs2)C1 (stereo unspecified)	2
CC(O)(c1ccc(F)c(F)c1)c1nc(-c2cccc(C(F)(F)F)c2)cs1 (stereo unspecified)	-18
OC(c1ccc2c(c1)OCO2)c1ncc(-c2ccccc2)[nH]1 (stereo unspecified)	2
CCOC(=O)/C=C/C(=O)Nc1ccc(S(=O)(=O)Nc2cc(OC)nc(OC)n2)cc1	2
O=C(Nc1cccnc1)C1Cc2c(-c3ccc4c(c3)OCO4)ccnc2O1 (stereo unspecified)	0
COc1cc2ccnc(C=NO)c2cc1OC	8
COc1ccc(-c2ccc(CN3C(C(C)C)C(=O)N(Cc4cn(CC5CCCCC5)nn4)CCS3(=O)=O)cc2)cc1 (stereo unspecified)	6
CCc1nc2c(OCC(=O)c3ccc(Cl)cc3Cl)cccn2c1N(C)C(=O)COc1ccccc1	6
O=C1NC[C@H](CCCCN2C[C@H](Cc3ccc(O)cc3)N(CCc3ccccc3)C(=O)C2=O)N(CCc2ccccc2)C1=O	4
Clc1ccc2nc(-c3ccccc3)nc(C(Cl)Cl)c2c1	0
COc1ccc(Cc2c(-c3ccc(C)cc3)nc3cc(C)c(Br)c(C)n23)c(C)c1	0
CC(=O)OCC(=O)C1(O)CCC2C3CCC4=CC(=O)CCC4(C)C3(Cl)C(O)CC21C (stereo unspecified)	-5
Cc1nc2c(OCc3ccc(Cl)cc3)cccn2c1N(C)Cc1cccs1	35
CCc1nc2c(OCc3ccccc3)cccn2c1N(C)C(=O)c1ccc2c(c1)OCO2	-5

As a short view, part of the list above:
canonical_smiles	CXCR6 block
COc1ccc(-c2ccc(CN3C(C(C)C)C(=O)N(Cc4cn(CC5CCCCC5)nn4)CCS3(=O)=O)cc2)cc1 (stereo unspecified)	6
CCc1nc2c(OCC(=O)c3ccc(Cl)cc3Cl)cccn2c1N(C)C(=O)COc1ccccc1	6

(next part)
canonical_smiles	CXCR6 block
Cc1cccc(C)c1NC(=O)C1c2ccccc2OCC(=O)N1CCc1c[nH]c2ccccc12 (stereo unspecified)	4
CNc1ccc(-c2cccc(C(C)=O)c2)cn1	0
O=C(C[n+]1ccc(C(=O)c2ccccc2)cc1)Nc1cccc([N+](=O)[O-])c1	-13
O=C(NCc1cc(Cl)cc(Cl)c1)c1ccc2nc([C@@H]3O[C@H](CO)[C@@H](O)[C@H]3O)[nH]c2c1	0
CCc1nc2c(OCc3ccccc3C(=O)OC)cccn2c1N(C)C(=O)CC(C)C	-2
CS(=O)(=O)NCC(c1cccnc1)N1CCN(c2ccc(F)cc2)CC1 (stereo unspecified)	9
O=[N+]([O-])c1cc(S(=O)(=O)Nc2ccccc2)ccc1Nc1ccccc1	15
O=C1[C@H]2[C@@H](c3ccc(C(F)(F)F)cc3)N[C@]3(CCCN(Cc4ccc(Br)cc4)C3=O)[C@H]2C(=O)N1Cc1ccccc1	3
COc1cccc(-c2ccc(CN3C(C(C)C)C(=O)N(Cc4cn(CCC5OCCO5)nn4)CCS3(=O)=O)cc2)c1OC (stereo unspecified)	-3
Cc1ccccc1NC(=O)CCOc1ccccc1	-2
COc1cc(C(=O)NCc2ccccc2Cl)ccc1OCC(=O)N1CCOCC1	7
Nn1cnnc1N/N=C\c1ccc(-c2ccccc2[N+](=O)[O-])o1	-11
Cc1sc(NC(=O)C2CC(=O)N(Cc3ccco3)C2)nc1-c1ccccc1 (stereo unspecified)	-2
CS(=O)(=O)c1ccc(-c2cnc3c(NC=O)cc(-c4ccsc4)cn23)cc1	0
C#CCN(Cc1ccco1)C(=O)c1cc(COc2cccc3cccnc23)on1	-1
CC(C)C1C(=O)N(Cc2cn(CC3CCCCC3)nn2)CCS(=O)(=O)N1Cc1ccc(-c2ccncc2)cc1 (stereo unspecified)	6
Clc1ccc(-c2nc3ccc(Br)cn3c2Cc2ccsc2)cc1	7
CCCCN(C(=O)CCOc1ccc(OCC)cc1)c1c(N)n(Cc2ccccc2)c(=O)[nH]c1=O	5
COc1ccc2cc(CN(CC3COCCO3)S(=O)(=O)c3ccccc3)c(=O)[nH]c2c1 (stereo unspecified)	2
CCc1nc2c(OCc3ccc(Cl)cc3)cccn2c1N(C)C(=O)c1ccccc1F	8
COc1cccc(CN(C)C(=O)c2cccc(S(=O)(=O)N3CCN(c4ccccc4)CC3)c2)c1	-8
CCc1nc2c(OCc3ccc(Cl)cc3Cl)cccn2c1N(C)C(=O)C(C)C	15
Cc1ccc(S(=O)(=O)N2C[C@]3(O)C[C@@H]4C(=O)N(c5ccccc5)C(=O)[C@@H]4C[C@]3(OC(=O)Nc3cccs3)C2)cc1	33
CC1(C(=O)Nc2ccc(F)cc2F)CCN1C(=O)Cc1ccccc1 (stereo unspecified)	4
Cc1noc(C)c1Cn1c(C)c(C(=O)NCc2ccc3c(c2)OCCO3)sc1=O	4
O=c1[nH]nc(Br)c(=O)n1C(c1ccccc1)c1ccccc1	1
CCCS(=O)(=O)NC(=O)C1(C)CCN(C(=O)c2ccc(C#N)cc2)C1 (stereo unspecified)	-5
COc1ccc(CN(C)C(=O)CNC(=O)c2sc3ccccc3c2Cl)c(OC)c1OC	8
C[C@H](CO)N1C[C@H](C)[C@H](CN(C)C(=O)c2ccccc2)OCc2ccccc2-c2c(n(C)c3ccccc23)C1=O	2
CC1=C(C#N)C(=O)NC(=O)/C1=C\c1ccc(-c2cc(C)c(C)cc2[N+](=O)[O-])o1	-4
COC(=O)CC1C(=O)NCCN1C(=O)c1oc2c(C)c(C)ccc2c1C (stereo unspecified)	0
Cc1cccc(C)c1NC(=O)C(c1ccccc1)N1CCN(c2ccc(F)cc2)CC1 (stereo unspecified)	3
COc1cc2[nH]c(=S)nc(NCCc3ccc(C)cc3)c2cc1OC	-5
COc1ccc(C2c3[nH]c4ccccc4c3CCN2C(=O)c2cc3ncccn3n2)c(F)c1 (stereo unspecified)	1
CCCCNC(=O)C[C@@H]1C[C@@]2(C(=O)OCC)CCC=C2N(Cc2cccc3ccccc23)C1=O	3
Cc1ccc(C(=O)N2CCCc3ccccc32)c(Cl)c1	4
CN(C)c1ccc(Sc2ccc3nc(N)nc(N)c3c2)cc1	-5
C[C@H](CO)N1C[C@H](C)[C@H](CN(C)S(=O)(=O)c2ccc(C#N)cc2)OCc2cnnn2CCCC1=O	-4
CCCCCCN1C[C@H](n2cc(C3CC3)nn2)[C@@H](O)C[C@@H]1c1ccc(OC)cc1	-5
Cc1nc(N)[nH]c(=O)c1CCCNS(=O)(=O)c1ccc([N+](=O)[O-])cc1	1

(cont.)
| Molecule | CXCR6 block |
| --- | --- |
| CCC(C)C(N)C(=O)N1CCCC1C(=O)NC(C(=O)O)C(C)CC (stereo unspecified) | -6 |
| C[C@H](CO)N1C[C@H](C)[C@@H](CN(C)CC2CC2)OCc2cnnn2CCCC1=O | 7 |
| O=C(CN1C(=O)NC2(CCCCCC2)C1=O)Nc1ccc(OC(F)(F)F)cc1 | -2 |
| O=C([C@H]1O[C@@H](n2ccc(=O)[nH]c2=O)[C@H](O)[C@@H]1O)N(CCC1=CCCCC1)CC1CC1 | -5 |
| OC[C@@H]1CN(Cc2ccncc2)C[C@H](n2cnc3c(NC4CCCC4)ncnc32)O1 | 4 |
| CCCN1C(=O)/C(=C/c2ccc3c(c2)OCO3)NC1=S | 9 |
| O=C(Nc1cccc(C(F)(F)F)c1)c1ccc2sc([C@H]3C[C@H](O)[C@@H](CO)O3)nc2c1 | -4 |
| CCCCCCCCN1C(=O)[C@H](CC(=O)NCc2cccs2)C[C@@]2(C(=O)OC)CCCCC=C12 | 14 |
| COc1ccccc1N1CCN(C(=O)c2cc(-c3ccccc3)nc3c2cnn3C(C)C)CC1 | 10 |
| CCOC1=C2CN(S(=O)(=O)c3ccc(C)cc3)[C@H](c3ccccc3)C[C@@H]2N(S(=O)(=O)c2ccc(Br)cc2)[C@H](c2ccccc2)C1 | -2 |
| COc1ccc(-c2nnc(CSc3ncnc4sc5c(c34)CCC5)o2)cc1OC | 2 |
| CCOc1ccc(CCN2C(=S)N([C@@H](CC(C)C)CN3CCCC3CN3C(=S)NC[C@@H]3CC(C)C)C[C@@H]2CC(C)C)cc1 (stereo partly specified) | 24 |

5 records drawn at random from those above, as already listed:
| Molecule | CXCR6 block |
| --- | --- |
| CC(O)(c1ccc(F)c(F)c1)c1nc(-c2cccc(C(F)(F)F)c2)cs1 (stereo unspecified) | -18 |
| O=C1[C@H]2[C@@H](c3ccc(C(F)(F)F)cc3)N[C@]3(CCCN(Cc4ccc(Br)cc4)C3=O)[C@H]2C(=O)N1Cc1ccccc1 | 3 |
| CCCS(=O)(=O)NC(=O)C1(C)CCN(C(=O)c2ccc(C#N)cc2)C1 (stereo unspecified) | -5 |
| C#CCN(Cc1ccco1)C(=O)c1cc(COc2cccc3cccnc23)on1 | -1 |
| CS(=O)(=O)c1ccc(-c2cnc3c(NC=O)cc(-c4ccsc4)cn23)cc1 | 0 |

The results go on:
| Molecule | CXCR6 block |
| --- | --- |
| CN(CC(=O)Nc1cccc(F)c1)C(=O)Cc1ccsc1 | -7 |
| CSc1ccc(/C=N/Nc2cccc(C(=O)O)c2)cc1 | -6 |
| Cc1ccccc1NC(=O)Cc1nc(COC(=O)C(C)(C)Oc2ccc(Cl)cc2)cs1 | -9 |
| Cc1cccc(NC(=O)CCNC(=O)c2ccc(Br)cc2)c1C | 6 |
| Nc1nc2c(ncn2[C@@H]2O[C@H](CNCc3ccc4ncccc4c3)[C@@H](O)[C@H]2O)c(=O)[nH]1 | 3 |
| O=c1cc(CN2CCN(c3ccccc3F)CC2)c2ccccc2o1 | -6 |
| COc1ccc(-c2cc3c(o2)CCCC3OCCN2CCOCC2)cc1 (stereo unspecified) | -9 |
| O=C1NC[C@H](CCCCN2C[C@H](Cc3ccccc3)N(CCC3CCCCC3)C(=O)C2=O)N(Cc2ccccc2)C1=O | 5 |
| C[C@@H]1CCCCO[C@@H](CN(C)C(=O)c2ccccc2)[C@@H](C)CN([C@H](C)CO)C(=O)c2cc(N(C)C)ccc2O1 | 7 |
| COc1ccccc1C(=O)Nc1nnc([C@H]2C[C@H](O)[C@@H](CO)O2)s1 | 11 |
| CN1CCN(c2ncnc3c2ncn3[C@H]2CN(Cc3ccc(Cl)cc3)C[C@@H](CO)O2)CC1 | 1 |
| COc1ccc(NC(=O)c2ccc(NC(=O)CN3CCN(c4ccccc4OC)CC3)cc2)cc1 | -8 |
| COc1ncnc2c1ncn2CCCNCC(c1ccccc1)c1ccccc1 | 0 |
| Cc1ccc(CNC(=O)C2(C)CCN2C(=O)Cc2ccc(C(C)(C)C)cc2)cc1 (stereo unspecified) | 2 |
| S=c1nc(-c2cccc(Cl)c2)[nH][nH]1 | -4 |
| C[C@H]1CCCCO[C@@H](CN(C)S(=O)(=O)c2ccc(Cl)cc2)[C@@H](C)CN([C@@H](C)CO)C(=O)c2cc(NS(=O)(=O)c3ccccc3)ccc2O1 | 3 |
| CCOc1ccc2c(ccc(/C=C/c3cc(C)c4cccnc4c3O)[n+]2C)c1 | 27 |
| COCCNC(=O)C(=O)NCC1CCCN1S(=O)(=O)c1cccs1 (stereo unspecified) | 2 |
| Cc1onc(-c2c(F)cccc2Cl)c1C(=O)Nc1ccc(S(=O)(=O)Nc2ncccn2)cc1 | -1 |
| Nc1nonc1-n1nnc(C(=O)N/N=C/c2ccco2)c1CSc1ccc(Cl)cc1 | -3 |
| CC1(C(=O)NS(=O)(=O)C2CC2)CCCN(C(=O)c2cccc(OC(F)(F)F)c2)C1 (stereo unspecified) | -3 |
| CC1(C)CN(C2CCCCC2)C(=O)[C@H]1CC(=O)Nc1ccccc1 | 3 |
| CC1(C(=O)NS(=O)(=O)c2ccccc2Cl)CCN1C(=O)C1(c2ccc(Cl)cc2)CCC1 (stereo unspecified) | 1 |
| CC1(C)COC(Cc2ccccc2)=N1 | 2 |
| COc1ccccc1CNCCS(=O)(=O)NCc1ccccc1OC | -7 |
| Nc1cccc(-c2cccc3nncn23)c1 | 5 |
| CC1=C(C(=O)N(C)C)CC(CC(=O)NC2CCCC2)C(=O)N1Cc1ccc(F)cc1 (stereo unspecified) | -3 |
| CC(C)C[C@H]1CN([C@@H](Cc2ccc(O)cc2)CN2CCC[C@@H]2CN2C(=O)C(=O)NC[C@@H]2Cc2ccccc2)C(=O)C(=O)N1CC1CCCCC1 | -4 |
| O=C(c1ccccc1)c1ccc(O)c(O)c1O | -14 |
| CCc1nc2ccc(C(=O)NCC3CCCCC3)cn2c1N(CCC(C)C)CCN(C)C | 13 |
| CCOC(=O)N1CCN(C(=O)CSCC(=O)N=c2sc3cc(OC)ccc3n2C)CC1 | -13 |
| CCc1nc2c(OCC3CCCCC3)cccn2c1N(C)C(=O)c1ccc(OC)cc1 | 10 |
| COC(=O)[C@@]1(Cc2ccc(F)cc2)[C@H]2c3cc(C(=O)N4CCCC4)n(Cc4cc(F)cc5c4OCOC5)c3C[C@H]2CN1C(=O)c1ccccc1 | 10 |
| CC1(C(=O)NS(=O)(=O)c2ccc(F)cc2F)CCN1C(=O)CC1CCCCC1 (stereo unspecified) | -2 |
| Cc1ccc(NS(=O)(=O)c2ccc(OCC(=O)NCc3cccnc3)cc2)cc1 | -6 |
| CC1CN(S(=O)(=O)c2cccc(C(=O)NCC(c3cccs3)N3CCOCC3)c2)CC(C)O1 (stereo unspecified) | -1 |
| CC(=O)c1sc(Nc2ccc(Oc3ccccc3)cc2)nc1C | -20 |
| OCCN(Cc1ccccc1)Cc1ncccc1O | 1 |
| N#Cc1ccc(NC(=S)NC(=O)C2CC2)cc1 | 8 |
| Nc1c(C(=O)NCc2ccco2)c2nc3ccccc3nc2n1CCc1ccccc1 | 9 |
| COCCNC(=O)C1CCCN(C(=O)c2ccc3ccccc3n2)CC1 (stereo unspecified) | -8 |
| COc1ccc(NC(=O)Nc2ccc3c(c2)C(=O)N([C@H](C)CO)C[C@H](C)[C@@H](CN(C)Cc2ccc(Cl)c(Cl)c2)OCCCC[C@@H](C)O3)cc1 | -8 |
| CCOC(=O)C1=CCC(c2ccccc2)N(S(=O)(=O)c2ccccc2C)C1 (stereo unspecified) | 2 |
